KCNQ1 act: human KCNQ1 channel potentiation or activation; B-score at 10 µM; AID 2648; 310,000 tested, 0.35% active; P51787; CHO-K1 KCNQ1, thallium flux FluxOR fluorescence; hits give high values;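 active means fluorescence ratio B-score, a plate-corrected score, at least three library SD, with initial intensity B-score within 5 SD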
Target sequence (P51787 whole entry, looked up): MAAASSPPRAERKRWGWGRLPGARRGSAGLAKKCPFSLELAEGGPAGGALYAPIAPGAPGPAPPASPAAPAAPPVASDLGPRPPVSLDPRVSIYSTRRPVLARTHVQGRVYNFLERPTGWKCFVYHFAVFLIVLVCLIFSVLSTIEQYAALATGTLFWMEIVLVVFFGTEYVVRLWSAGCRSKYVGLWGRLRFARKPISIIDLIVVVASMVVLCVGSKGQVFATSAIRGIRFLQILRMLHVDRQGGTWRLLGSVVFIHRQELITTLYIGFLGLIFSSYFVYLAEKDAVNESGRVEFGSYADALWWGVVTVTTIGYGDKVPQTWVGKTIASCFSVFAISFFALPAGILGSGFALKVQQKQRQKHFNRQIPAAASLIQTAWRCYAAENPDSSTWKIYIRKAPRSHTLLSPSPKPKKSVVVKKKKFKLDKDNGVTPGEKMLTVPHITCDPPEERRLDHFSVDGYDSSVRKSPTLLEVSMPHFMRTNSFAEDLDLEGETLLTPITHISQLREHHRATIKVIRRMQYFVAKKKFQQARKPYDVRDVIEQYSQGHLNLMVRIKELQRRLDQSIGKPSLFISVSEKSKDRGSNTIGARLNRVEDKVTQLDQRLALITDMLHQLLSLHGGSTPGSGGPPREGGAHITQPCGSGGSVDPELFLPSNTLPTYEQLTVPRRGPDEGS
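Medium – assay buffer, equal DMSO in all wells · Material – CHO-K1 cell line with stable KCNQ1 potassium channel expression · Signal – kinetic FluxOR thallium fluorescence, 10-s 1-Hz baseline, 110-s post-stimulus read · Compound – single concentration per compound, DMSO matched to controls · Schedule – 37 °C overnight plating, 90-min dark dye load, 20-min compound pretreatment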
KCNK3 block: human KCNK3 channel inhibition, primary screen; O14649; CHO-KCNK3 thallium flux, FluxOR fluorescence; hits give low values; B-score at 10 µM; 340,000 tested, 0.84% active; AID 602410;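 active means B-score under library mean minus 4 SD, starting fluorescence ratio at most library mean plus 5 SD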;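 further: more negative B-score means stronger inhibition of thallium flux through KCNK3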
RGS4 inh: inhibitors of human RGS4. P49798. HEK293 M3R/RGS4 inducible, Fluo-4 calcium flux; hits give high values; triggered by carbachol at its EC20. B-score at 10 µM. 310,000 tested, 0.45% active. AID 463165;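 active means B-score, a plate-corrected calcium signal, over three deviations above library mean, with baseline fluorescence within five deviations of library mean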;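 further: RGS4 expression induced by doxycycline in cells with stable M3 receptor; B-score is computed from the integrated fluorescence ratio over baseline after carbachol; higher B-score means a larger calcium signal and so more RGS4 inhibition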
Target sequence (P49798 whole entry, looked up): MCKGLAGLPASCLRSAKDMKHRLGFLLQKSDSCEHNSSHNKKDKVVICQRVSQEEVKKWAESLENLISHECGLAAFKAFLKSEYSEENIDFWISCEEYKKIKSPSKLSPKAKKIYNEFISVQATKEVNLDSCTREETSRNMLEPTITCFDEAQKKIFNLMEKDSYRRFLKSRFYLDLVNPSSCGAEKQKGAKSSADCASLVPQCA
HDAC3 inh: inhibitors of human histone deacetylase 3; O15379; recombinant HDAC3, fluorogenic peptide/trypsin coupled, fluorescence; 320,000 tested, 0.15% active; inhibition, % at 8.3 µM; AID 2718; in the data active means inhibition above about 26%, passing the limit was not always enough; inconclusive means no clear call, values can overlap the other calls
TMEM16A act: activators or potentiators of mouse TMEM16A chloride channel | HEK293 TMEM16A/YFP-H148Q/I152L, iodide quench fluorescence; hits give low values | B-score at 10 µM | 340,000 tested, 0.3% active | AID 623877;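 active means fluorescence-ratio B-score plate-corrected deviation score at least 3 library SD below zero, with starting fluorescence score within 5 deviations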;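 further: channel opened by trigger with iodide after compound preincubation; score built on the fluorescence ratio of max minus min over baseline; more negative score means more quench and so TMEM16A activation or potentiation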
hERG rescue: hERG (human) protection from proarrhythmic block; Q12809; CHO-hERG, FluxOR thallium flux, dofetilide IC70 present; activation (rescue from dofetilide block), less the hit threshold, % at 10 µM; 310,000 tested, 0.51% active; AID 1511;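 active means activation above the mean of controls blocked by dofetilide plus 5 SD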;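 further: thallium influx through hERG after potassium depolarization seen as dye fluorescence rise; in these data hits start at about 4.7%; inactives centre near -7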
TMEM16A inh: blocks the mouse calcium-activated chloride channel TMEM16A; Q8BHY3; HEK293 TMEM16A/YFP iodide influx fluorescence, ionomycin; normalized B-score (activity score, 25-100; higher = stronger inhibition) at 10 µM; 310,000 tested, 1.2% active; AID 588511;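 active means ratio plate-corrected score three or more library SD toward inhibition, starting fluorescence score within five deviations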;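 further: score derived from kinetic fluorescence span divided by baseline fluorescence per well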
SKKanGAS inh: inhibitors of SKKanGAS S. pyogenes growth in kanamycin (SK-promoter or general growth effect); BacTiter-Glo, 6 h; inhibition, % at 7.5 µM; 300,000 tested, 1.3% active;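 active means mean replicate score, as percent of positive control median, at least 50; inconclusive means mean below 50 but one replicate at or above 50; inactive means mean and every replicate below 50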;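 further: strain carries kanamycin resistance gene driven by streptokinase promoter and grows in 40 µg/ml kanamycin; loss of luminescence reflects streptokinase promoter inhibition or plain growth inhibition; 0% = median of DMSO wells and 100% = positive control at its reference dose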
RGS4 act: potentiators or activators of RGS4. HEK293 M3R/inducible RGS4, carbachol calcium flux Fluo4; hits give low values. B-score at 10 µM. 310,000 tested, 0.92% active. AID 463111;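 active means B-score of the integrated calcium signal more than 4 SD below the library mean, with starting fluorescence not abnormally high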;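 further: negative B-score means reduced calcium response which marks RGS4 activation or potentiation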
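Also added: carbachol at ECmax as muscarinic agonist stimulus; Assay system: HEK293 cells with stable M3R and inducible RGS4; Timing: overnight RGS4 induction, 30 min dye load 37 °C, 20 min compound RT; Measured by: Fluo4-AM (2 µM) calcium-flux fluorescence, kinetic read.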
KCNQ1 block: blocks the human KCNQ1 potassium channel; P51787; CHO-K1 KCNQ1, FluxOR thallium flux fluorescence; hits give high values; B-score at 10 µM; 310,000 tested, 1.3% active;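 active means compounds whose thallium flux B-score, printed positive for inhibition, exceeds three library SD while starting fluorescence stays within three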;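 further: channel opened by potassium depolarization with thallium stimulus after 20 min compound exposure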
KCNK9 block: human KCNK9 channel inhibition; B-score at 10 µM; 310,000 tested, 1.2% active; HEK293 KCNK9, FluxOR thallium flux fluorescence; hits give low values;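 active means ratio B-score over 3 SD below the library mean, with starting fluorescence within 5 SD of its mean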;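 further: negative B-score means less thallium flux so channel inhibition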
* marks the source's active call; other numbers are inactive results; i = inactive; u = inconclusive; x = not tested or not shown.

SMILES	KCNQ1 act	KCNK3 block	RGS4 inh	HDAC3 inh	TMEM16A act	hERG rescue	TMEM16A inh	SKKanGAS inh	RGS4 act	KCNQ1 block	KCNK9 block
CC(=O)c1c(C)[nH]c(C(=O)OCC(=O)N(C)c2c(N)n(Cc3ccccc3)c(=O)[nH]c2=O)c1C	i	i	i	0	i	-14	i	-4	i	i	i
Cc1cc(C)nc(SCCC(=O)Nc2ccccc2Cl)n1	i	i	i	2	i	-14	i	-4	i	i	i
Cc1cccc(C(=O)Nc2ccccc2C(=O)NCc2cccnc2)c1	i	i	i	8	i	-12	i	-5	i	i	i
COc1ccc(C(=O)N2CCC(C(=O)Nc3cccc(C)c3)CC2)cc1OC	i	i	i	-4	i	-3	i	-4	i	i	i
CCO[C@H]1OC(C(=O)N2CCN(C)CC2)=C[C@@H](c2ccc(Br)cc2)[C@@H]1CCCO	i	i	i	-3	i	-9	i	0	i	i	i
Nc1cc(=O)[nH]c2nnc(SCC(=O)Nc3cccc4ccccc34)n12	i	i	i	3	i	-6	i	2	i	i	i
COc1cccc(NC(=O)c2ccccc2Oc2ccccc2)c1	i	i	i	3	i	-10	i	11	i	i	i
COCCCNC(=O)CCN1N=C(c2ccccc2)CCC1=O	i	i	i	6	i	0	i	0	i	i	i
CCCCCCn1c(=O)c(F)cn(Cc2ccc(OC)c([N+](=O)[O-])c2)c1=O	i	i	i	-1	i	-7	i	0	i	i	i
COc1cc(C(CCN2CCCC2)c2c(OC)cc(OC)c3c(-c4ccccc4)cc(=O)oc23)cc(OC)c1OC (stereo not given)	i	i	i	16	i	-13	i	8	i	i	i
COC(=O)c1ccccc1NC(=O)c1cc2ccccc2o1	i	i	i	-2	i	-5	i	-26	i	i	i
O=C(NCc1ccccc1)C(c1ccc(F)cc1)N(C(=O)c1csnn1)C1CCCC1 (stereo not given)	i	i	i	0	i	-4	i	0	i	i	i
COc1ccc(S(=O)(=O)N2CCC(O)(c3cccnc3)CC2)cc1OC	i	i	i	4	i	-11	i	4	i	i	i
CC(=O)NCC(=O)N1CCCC(C(=O)c2ccc(Oc3ccccc3)cc2)C1 (stereo not given)	i	i	i	-5	i	-10	i	-1	i	i	i
Cn1c(=O)c2c(nc(Oc3ccccc3Cl)n2C)n(C)c1=O	i	i	i	3	i	-7	i	1	i	i	i

By substructure, the compounds so far containing an aryl thioether with sulfur outside any ring (two)
SMILES	KCNQ1 act	KCNK3 block	RGS4 inh	HDAC3 inh	TMEM16A act	hERG rescue	TMEM16A inh	SKKanGAS inh	RGS4 act	KCNQ1 block	KCNK9 block
Cc1cc(C)nc(SCCC(=O)Nc2ccccc2Cl)n1	i	i	i	2	i	-14	i	-4	i	i	i
Nc1cc(=O)[nH]c2nnc(SCC(=O)Nc3cccc4ccccc34)n12	i	i	i	3	i	-6	i	2	i	i	i

(further entries)
SMILES	KCNQ1 act	KCNK3 block	RGS4 inh	HDAC3 inh	TMEM16A act	hERG rescue	TMEM16A inh	SKKanGAS inh	RGS4 act	KCNQ1 block	KCNK9 block
COc1cc(NC(=S)N2CCCC2)cc(OC)c1	i	i	i	3	i	-5	i	x	i	i	i
CN(C)CCCNC(=O)CC(c1ccc(F)cc1)c1ccco1 (stereo not given)	i	i	i	5	i	-3	i	-1	i	i	i
COc1ccc(Cl)cc1NC(=O)NCCN1CCNC1=O	i	i	i	-6	i	-6	i	5	i	i	i
CC(C)C(=O)Nc1cc2c3c(c1)CCC(=O)N3CCC2	i	i	i	10	i	-2	i	0	i	i	i
O=C(c1cc(Br)ccc1Cl)N1CCN(c2ncccn2)CC1	i	i	i	0	i	-3	i	-7	i	i	i
COC(=O)Cc1cc(=O)oc2cc(OC)ccc12	i	i	i	-40	i	-5	i	4	i	i	i
COc1ccccc1C(=O)C1CCCN(C(=O)c2ccc(C(C)=O)s2)C1 (stereo not given)	i	i	i	3	i	-7	i	0	i	i	i
O=C(O)COc1ccc(-c2nc(-c3ccccc3)c(-c3ccccc3)[nH]2)cc1	i	i	i	-47	i	-2	i	-2	i	i	i
COCCc1nc2ccc(C(=O)N3CCCCC3COC)cc2o1 (stereo not given)	i	i	i	u	i	-6	i	-3	i	i	i
Cc1cccc(-c2noc(CSc3ccccc3)n2)c1	i	i	i	0	i	-3	i	23	i	i	i
CC(=O)Nc1ccc(Nc2cc(C)nc3c(-c4ccc(Cl)cc4)c(C)nn23)cc1	i	i	i	-19	i	-9	i	37	i	i	i
COc1ccc(C(=O)CNc2cccc(F)c2)cc1	i	i	i	-6	i	-5	i	-1	i	i	i
CCOc1ccc(-n2cc(C(=O)N3CCN(C)CC3)c3cc(OC)c(OC)cc3c2=O)cc1	i	i	i	-1	i	-8	i	-1	i	i	i
CCOc1ccc(S(=O)(=O)Nc2cccc(C(=O)N3CCN(c4cccc(OC)c4)CC3)c2)cc1	i	i	i	11	i	-16	i	-2	i	i	i
S=c1sc2c(Cl)ncnc2n1-c1ccccc1	8*	i	i	x	i	-19	x	-1	i	i	i
Cc1cc(=O)[nH]c(SCC(=O)N2CCCC(C)C2)n1 (stereo not given)	i	i	i	10	i	-1	i	2	i	i	i
CSc1cc(-c2ccc(Cl)cc2)n(Cc2ccccc2)c(=O)c1C#N	i	i	i	-4	i	-10	i	-11	i	i	i
CN1CCN(NC(=O)c2cc(-c3ccccn3)nc3ccccc23)CC1	i	i	i	3	i	-4	i	x	i	i	i
CC(=O)C1=C(O)C(=O)OC1c1ccc(Cl)cc1 (stereo not given)	i	i	i	-1	i	-4	i	-4	i	i	i
O=C(CCC(=O)N(CC(=O)NC1CCCCC1)c1ccc(F)cc1)Nc1ccccn1	i	i	i	1	i	-6	i	-1	i	i	i
O=C(COc1ccccc1O)NCCN1CCOCC1	i	i	i	-3	i	-2	i	-2	i	i	i
COc1cc(/C=N/NC(=O)c2ccccc2O)ccc1OC(=O)CC1SC(=O)NC1=O (stereo not given)	i	i	i	-2	i	-13	i	1	i	i	i
CC1Sc2ccc(S(=O)(=O)NCc3ccccc3)cc2NC1=O (stereo not given)	i	i	i	2	i	-8	i	-4	i	i	i
O=c1[nH]c(/C=C2\C=Nc3ccccc32)c(O)n1Cc1ccccc1F	i	i	i	-6	i	-20	i	14	i	i	i
O=C(Nc1ccc(S(=O)(=O)N2CCOCC2)cc1)c1cc(S(=O)(=O)N2CCOCC2)ccc1Cl	i	i	i	10	i	-11	i	-2	i	i	i
N=c1n(CC(=O)c2ccc(Br)s2)c2ccccc2n1Cc1ccccc1	i	i	i	-6	i	-21	i	6	i	i	-10*
C/C(CCc1ccc2c(c1)OCO2)=N\N=C(/N)SC1CC(=O)N(c2ccccc2F)C1=O (stereo not given)	i	i	i	1	i	-6	i	-12	i	i	i
O=C1CCC(C(=O)N2CCCCCCC2)CN1Cc1cccc(C(F)(F)F)c1 (stereo not given)	i	i	i	0	i	-11	i	7	i	i	i
Cc1cccc(Nc2nc(Cl)ncc2F)c1C	i	i	i	5	i	-9	i	0	i	i	i
O=C(Nc1cccc(S(=O)(=O)N2CCOCC2)c1)c1ccc(Cl)c([N+](=O)[O-])c1	i	i	i	-3	i	-7	i	-12	i	i	i
CCOC(=O)C1=C(CNCc2ccc(F)cc2)NC(=O)NC1c1cccc([N+](=O)[O-])c1 (stereo not given)	i	i	i	2	i	-15	i	-5	i	i	i
Cc1ccc(S(=O)(=O)N(CC#N)CC#N)cc1	i	i	i	2	i	-6	i	22	i	i	i
Cc1cc(NC(=O)CCC(=O)N(CC(=O)NCC2CCCO2)c2ccc(C)c(C)c2)no1 (stereo not given)	i	i	i	-1	i	-5	i	-1	i	i	i
O=C1CCN(Cc2ccccc2)CCN1[C@H](CSc1ccccc1)c1ccccc1	i	i	i	-6	i	-10	i	-2	i	i	i
COC(=O)c1cccnc1NC(=S)NNC(=O)c1ccccc1	i	i	i	3	i	-7	i	-7	i	i	i
C[C@@H](C(=O)NCCc1ccccc1F)N1C(=O)N2CCc3c([nH]c4ccccc34)[C@@]2(C)C1=O	i	i	i	2	i	-12	25*	3	i	i	i
Cc1cccc(N2CCN(CC(=O)Nc3nccs3)CC2)c1C	i	i	i	-3	i	-13	i	14	i	i	i
O=C(CC1(O)C(=O)N(C/C=C/c2ccccc2)c2ccccc21)c1ccccn1 (stereo not given)	i	i	i	3	i	-3	i	-6	i	i	i
CC(C)CNC(=O)COC(=O)/C=C/c1ccccc1[N+](=O)[O-]	i	i	i	7	i	-14	i	0	i	i	i
COc1ccccc1NC(=O)NCCc1c[nH]c2ccccc12	i	i	i	x	i	-8	i	4	i	i	i
COC(=O)CN(c1ccc2c(c1)OCCO2)S(=O)(=O)c1ccccc1	x	i	x	-1	i	x	i	3	x	x	x
Cc1ccc(CNC(=O)c2ccc(N3CCC4(CC3)CC(c3ccccc3)=NO4)c([N+](=O)[O-])c2)cc1	i	i	i	-2	i	-13	i	13	i	i	i
O=C(NCCCn1ccnc1)c1ccc(S(=O)(=O)N2CCCCCC2)cc1	i	i	i	-6	i	-8	i	-2	i	i	i
COc1cc(/C=N/NC(N)=S)ccc1OCC(=O)Nc1ccc(C)c(C)c1	i	i	i	-5	i	-7	i	-1	i	i	i
S=c1[nH]nc(-c2ccccc2)n1Cc1ccccc1	i	i	i	0	i	-9	i	1	i	i	i
CCOCCn1c(CN2CCN(C)CC2)nc2c1c(=O)n(C)c(=O)n2C	i	i	i	-9	i	-9	i	-2	i	i	i
CCCCCCSc1nsc(NC(C)=O)n1	i	i	i	4	i	-6	i	6	i	i	i
CCCCCN=CC1=C(O)CC(c2ccccc2)CC1=O (stereo not given)	i	i	i	-3	i	-7	i	3	i	i	i
COc1ccc(C(CNC(=O)COc2ccccc2C)N2CCOCC2)cc1 (stereo not given)	i	i	i	-7	i	-18	i	-2	i	i	i
CCC1=CC(c2ccccc2)n2ncnc2N1 (stereo not given)	i	i	i	-16	i	-2	i	-3	i	i	i
c1ccc(CCNCCOc2ccccc2)cc1	i	i	i	0	i	-8	i	-5	i	i	i
COc1cc2c(cc1O)C(Cc1ccc(O)cc1)NCC2 (stereo not given)	i	i	i	5	i	-5	i	1	i	i	i
O=C(COc1ccc(Cl)cc1Cl)NC(=S)Nc1ccc(CN2CCOCC2)cc1	i	i	i	11	i	-6	i	5	i	i	i
